# Source: PubChem BioAssay (National Center for Advancing Translational Sciences (NCATS))
# AMA1 RON2 block – inhibitors of Plasmodium falciparum AMA1-RON2 interaction; Potency, µM (series often up to 58.2 µM), without a hit: top-dose activity change, negative = inhibition, actives largely listed as inhibitors; AID 720542; AlphaScreen AMA1-biotinylated RON2 peptide binding; 360,000 tested, 0.2% active;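 note: potency is the fitted concentration of half-maximal effect; 0% = vehicle wells and -100% = peptide control; nearly all actives have a fitted effect of over 45% in size; some results filed as inactive show a strong effect at the top dose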
#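 AMA1 (3D7) with his tag at 25 nM final met compounds first, then biotinylated RON2 peptide at 25 nM; detection used donor plus acceptor beads, 10 µg/mL apiece, read by AlphaScreen after 30 min at room temperature.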
# Giardia FBPA inh – Giardia lamblia aldolase inhibition. A8B2U2. purified Giardia FBPA. Potency, µM (top dose mostly 59.6 µM), for the others: at the highest dose activity, negative = inhibition, usual class: inhibitors. 290,000 tested, 0.71% active; note: potency is the fitted concentration of half-maximal effect; % is set by controls: 0 for no effect and ±100 for the full control effect; nearly all actives have a fitted effect of over 55% in size
# Target sequence (A8B2U2 whole entry, looked up): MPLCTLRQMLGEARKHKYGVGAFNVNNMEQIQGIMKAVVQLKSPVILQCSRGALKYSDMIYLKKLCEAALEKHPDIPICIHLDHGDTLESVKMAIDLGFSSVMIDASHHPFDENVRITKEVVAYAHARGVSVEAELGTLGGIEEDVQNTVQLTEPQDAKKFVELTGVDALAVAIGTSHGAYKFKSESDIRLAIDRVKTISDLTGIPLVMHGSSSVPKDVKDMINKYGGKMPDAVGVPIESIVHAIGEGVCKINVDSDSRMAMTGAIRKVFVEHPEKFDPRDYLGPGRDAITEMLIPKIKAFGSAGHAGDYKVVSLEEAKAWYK
#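 40 nM FBPA preincubated 10 min at RT with compound (up to 57.5 uM final), then substrate plus GAPDH/TPI/NAD/arsenate coupling and diaphorase/resazurin added. Fluorescence read after 20 min at RT, 525/598 nm.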
# Shiga toxin inh – Shiga toxin inhibition. Vero cells, Shiga toxin protein synthesis inhibition reporter. inhibition, % at 38.7 µM. 290,000 tested, 9.2% active. AID 2315; in the data active = inhibition mostly above about 28%, no sharp cut-off; inactive = mostly below about 43%; note: 0% is about no effect
# HCMV inh – human cytomegalovirus inhibition; HFF cells, HCMV-luciferase reporter, 72 h; hits give low values; activity change, negative = inhibition, % at 57.5 µM; 410,000 tested, 4.5% active; in the data active = activity change below about -60%; inconclusive = no clear call, values can overlap the other calls; inactive = above about -39%; note: % is set by controls: 0 for no effect and ±100 for the full control effect
#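 Two compound doses tested in HFFs infected with HCMV-luciferase, MOI 1 PFU/cell, 72 h at 37C. Lysate luminescence read with OneGlo; data normalized against buffer-only and 10uM Salinomycin inhibitor controls.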
# AmpC no deterg – blocks E. coli AmpC beta-lactamase in detergent-free assay; P00811; AmpC nitrocefin hydrolysis, absorbance 480 nm, 0.0001% Triton; Potency, µM (top dose mostly 57.1 µM), for the others: at the top dose activity change, negative = inhibition, hits mostly inhibitors; 330,000 tested, 0.52% active;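 note: potency is the fitted concentration of half-maximal effect; plate controls were no compound for no effect and no enzyme for full effect; nearly all actives have a fitted effect of over 20% in size; some results filed as inactive show a strong effect at the top dose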
# Target sequence (P00811 whole entry, looked up): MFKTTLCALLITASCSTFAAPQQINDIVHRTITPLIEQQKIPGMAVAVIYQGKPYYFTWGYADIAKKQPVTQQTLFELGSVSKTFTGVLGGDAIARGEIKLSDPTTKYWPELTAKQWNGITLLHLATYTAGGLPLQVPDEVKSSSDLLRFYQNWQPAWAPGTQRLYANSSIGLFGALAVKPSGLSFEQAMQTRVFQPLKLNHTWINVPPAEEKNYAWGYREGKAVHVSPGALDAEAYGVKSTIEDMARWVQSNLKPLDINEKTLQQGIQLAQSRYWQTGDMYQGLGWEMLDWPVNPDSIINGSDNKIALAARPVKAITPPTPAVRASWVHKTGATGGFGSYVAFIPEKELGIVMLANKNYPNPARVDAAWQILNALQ
#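 20 mM phosphate pH 7.0 + 0.01% (detergent screen) or 0.0001% Triton X-100; 5.3 nM AmpC reagent; cpd preinc 15 min RT; nitrocefin (800 uM stock) to start; A480 q20 s × 4 min; Activity was normalised to no-enzyme and no-compound control wells.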
# AmpC detergent – blocks E. coli AmpC beta-lactamase in detergent assay. AmpC hydrolysis of nitrocefin, absorbance 480 nm, 0.01% Triton. Potency, µM (doses to about 114 µM), inactives show at the highest dose activity change, negative = inhibition, hits mostly inhibitors. 370,000 tested, 0.041% active;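 note: potency is the fitted concentration of half-maximal effect; 0% = no-compound wells and -100% = no-enzyme wells; nearly all actives have a fitted effect of over 25% in size; some results filed as inactive show a strong effect at the top dose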
#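 20 mM phosphate pH 7.0 + 0.01% (detergent screen) or 0.0001% Triton X-100; 5.3 nM AmpC reagent; cpd preinc 15 min RT; nitrocefin (800 uM stock) to start; A480 q20 s × 4 min; Activity was normalised to no-enzyme and no-compound control wells.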
# CHX counter – affects cycloheximide protein synthesis inhibition readout, counter-screen | cell reporter, cycloheximide protein synthesis inhibition counterscreen | max response, % | 300,000 tested, 12% active | AID 2314; in the data active = max response mostly above about 13%, no sharp cut-off; inactive = mostly below about 14%; note: read at 38.3 µM for the half of the compounds with a filed dose; 0% is about no effect
# Starred values were filed as active, the others as inactive; ? = inconclusive; . = not tested or not shown; [ ] = another dose, or the depositor's remark. Unless noted, calls come from the whole dose curve; as a rule, active = well fitted curve in the direction sought with a large enough effect; inconclusive = small, poorly fitted or top-dose-only effect, or another doubt; inactive = no such curve, though single readings can be large; an effect the other way counts as inactive or inconclusive.
SMILES,AMA1 RON2 block,Giardia FBPA inh,Shiga toxin inh,HCMV inh,AmpC no deterg,AmpC detergent,CHX counter
COc1cccc(CNC(=O)C2CCCN(S(=O)(=O)c3c(C)n[nH]c3C)C2)c1 (stereo not given),2%,20%,-10,47,3%,0%,-3
COc1ccccc1NS(=O)(=O)c1cc(NC(=O)c2ccccc2F)ccc1N1CCOCC1,7%,0%,-13,6,3%,3%,2
O=C(CSc1ccccc1)NCc1ccc(F)cc1,6%,2%,80*,-9,-18%,1%,40*
O=C(COc1ccccc1)NCCSCc1ccccc1Cl,7%,4%,48*,42,21%,3%,42*
CCOc1ccc(S(=O)(=O)NC2CCCCCC2)cc1,9%,0%,-8,-26,-15%,-1%,0
O=C(N/N=C/c1sc(N2CCOCC2)nc1-c1ccccc1)c1ccc(O)cc1,-5%,-3%,12,49,?,-6%,14
CCNC(=S)Nc1ccc(-c2nc3ccccc3[nH]2)cc1,-11%,-14%,103*,43,-33%,1%,40*
CC(C)Oc1ccc(C(=O)Nc2ncn[nH]2)cc1,81%[activator],10%,3,78,-7%,-9%,7
CC(C)CN(C(=O)COC(=O)CNC(=O)c1ccccc1)c1c(N)n(Cc2ccccc2)c(=O)[nH]c1=O,-1%,.,.,2,-23%,-12%,.
O=C(C[n+]1ccccc1)N/N=C/c1ccc(Cl)cc1,-11%,.,.,-18,-28%,?,.
O=C(CNC(=O)/C(=C\c1ccccc1)NC(=O)c1ccc(Br)cc1)OCc1ccccc1,-8%,15%,-34,-4,-23%,-7%,-10
O=C1N(c2ccccc2)CCN1c1ccccc1,2%,9%,.,57,-6%,-15%,38*

# Profiles as entered above. Order of values: AMA1 RON2 block, Giardia FBPA inh, Shiga toxin inh, HCMV inh, AmpC no deterg, AmpC detergent, CHX counter
# O=C1N(c2ccccc2)CCN1c1ccccc1 across the screens: 2%, 9%, ., 57, -6%, -15%, 38*
# CC(C)Oc1ccc(C(=O)Nc2ncn[nH]2)cc1 across the screens: 81%[activator], 10%, 3, 78, -7%, -9%, 7

# Next section
SMILES,AMA1 RON2 block,Giardia FBPA inh,Shiga toxin inh,HCMV inh,AmpC no deterg,AmpC detergent,CHX counter
Brc1ccccc1OCCCN1CCCCCC1,-10%,?,15,-4,1%,2%,3
CN(C)CCNc1oc(-c2cccc(Cl)c2)nc1C#N,12%,-3%,-5,38,-20%,?,-3
COC(c1ccccc1)c1nnc(CCC(=O)NCCc2ccc(Cl)cc2)o1 (stereo not given),-5%,1%,3,-36,73%[activator],-20%,1
O=S(=O)(NCCc1csc(-c2cccnc2)n1)c1cccc(F)c1,0%,-1%,-10,-11,-10%,0%,-2
Cc1ccc2[nH]c(=O)c(C(c3nnnn3C3CCCC3)N(Cc3cccnc3)Cc3ccco3)cc2c1 (stereo not given),6%,0%,-12,11,-15%,2%,1
CC(=O)c1ccc(NC(=O)c2ccc(N3C(=O)c4cccnc4C3=O)cc2)cc1,26%,-5%,32,51,-10%,-11%,22*
Cc1occc1-c1nnc(SCC(=O)Nc2ccccc2)n1Cc1ccccc1,-2%,7%,-1,-62*,-3%,-13%,-2
O=C(NC(=O)c1cc(OCC(F)(F)F)ccc1OCC(F)(F)F)Nc1ccccc1,2%,-7%,28,-19,35%,6%,8.7*
O=C(NC(=S)NCC1CCCO1)c1ccc([N+](=O)[O-])cc1 (stereo not given),6%[11.6 µM],-26%,10,14,-29%,1%,9
O=C(NNC(=S)Nc1ccccc1)c1ccc2ncccc2c1,31%[activator],8%,56*,-30,-44%,2%,37*
Nc1ncccc1C(=O)OCC(=O)N1CCN(S(=O)(=O)c2ccc(Cl)cc2)CC1,2%,.,.,0,12%,?,.
O=C(NCCc1ccccc1)c1ccc(OCCOc2ccccc2)cc1,-7%,-10%,-2,.,-16%,-18%,1
CCc1nnc(NC(=O)CSc2nc3c([nH]c4ccccc43)c(=O)n2CCOC)s1,28%,.,32,22,-12%,-2%,-1
COc1cc(C(=O)NNC(=O)Cc2ccc(S(=O)(=O)N3CCOCC3)s2)cc(OC)c1OC,65%[activator],-3%,-2,3,-6%,7%,-2
O=C(CN1CCC(O)(c2ccc3c(c2)OCO3)CC1)NC1CCCCC1,3%,2%,-19,-16,-1%,2%,-2
CC(=O)Nc1cc2c(cc1[N+](=O)[O-])OCCO2,-8%,1%,-7,-16,0%,-5%,8
O=C(Cn1nnc2ccccc21)C1CC1,12%,-2%,-8,14,-22%,?,-2
COc1cc(NC(=O)c2cccnc2SC)cc(OC)c1OC,-8%,5%,-6,27,-7%,?,2
COc1ccc(CCNC(=O)CC(C)(C)CC2=NS(=O)(=O)c3ccccc3N2)cc1OC,9%,.,-2,2,8%,3%,-5
Cc1ccc(-n2nc(C(=O)N/N=C/c3cccc(C(F)(F)F)c3)c3ccccc3c2=O)cc1C,-4%,-5%,-1,-11,?,1%,-3
CCCCn1c(N2CCCC2)nc2c1c(=O)[nH]c(=O)n2C,10%,0%,-6,19,-9%,6%,-4
CC(c1ccccc1)n1c(-c2ccccc2F)n[nH]c1=S (stereo not given),26%,0%,-11,37,-56%,-10%,-2
C[C@H](CO)N1C[C@H](C)[C@@H](CN(C)CC2CCCCC2)Oc2c(NC(=O)C3CC3)cccc2C1=O,4%,.,.,-22,201%[activator],.,.
O=c1c2ccccc2ncn1CCCSc1ccc(Cl)cc1,0%,2%,-5,-1,-6%,-9%,-3
O=C(Cc1ccccc1)Nn1cnc2ccccc21,-2%,11%,-6,12,-9%,?,1
COc1ccc(C(=O)Nn2cnnc2)cc1OC,-7%,-1%,-9,26,-18%,9%,0
Cc1cc(C)nc(-n2nc(C)cc2NC(=O)CNC2CCCCC2)n1,7%,-24%,-23,7,-1%,?,10
CCOc1ccc(/C=C2/Sc3ccc(C(=O)NCC4CCCO4)cc3N(C)C2=O)cc1OC (stereo not given),-17%,-2%,-6,5,143%[activator],2%,13
CC(C)NS(=O)(=O)c1ccc(OCC(=O)N2CCCC2)cc1,-7%,4%,9,27,-4%,-2%,-1
NC(=O)c1ccc(NC(=O)COC(=O)c2ccc3c(c2)OCCO3)cc1,-20%,0%,-8,0,-18%,?,-2
C[N+](C)(C)CCCN(Cc1ccc2c(c1)OCO2)C(=O)NC1CCCCC1,-4%,1%,16,22,15%,-12%,10
CCCn1cc(CN2CCC(N3CCC(C(=O)N4CCOCC4)CC3)CC2)c(C)n1,0%,-2%,12,-11,-1%,-4%,-3
C=CCN(CC=C)C(=O)Nc1ccc(OCC)cc1,-9%,-5%,29,51,-21%,-2%,13
Cc1nn(S(=O)(=O)c2cccs2)c(C)c1Sc1ccc([N+](=O)[O-])cc1,-18%,-3%,-5,-84*,-21%,-12%,12
CC(=O)Nc1sc2c(c1-c1nc3ccccc3s1)CCN(C(C)C)C2,4%,-17%,-2,.,86%[activator],5%,-1
CCOC(=O)[C@@H]1[C@H]2COc3ccccc3[C@H]2N2C(=O)N(c3cccc(Cl)c3)C(=O)[C@]12C,-2%,.,.,-23,2%,.,.
Cc1ccc(NC2=NC(c3ccc(O)cc3)n3c(nc(C)cc3=O)N2)cc1 (stereo not given),7%,-5%,22,-12,-9%,0%,6
Cc1cccc(N2CCN(S(=O)(=O)c3c(C)[nH]c(C)c3C(=O)N3CCCC3)CC2)c1C,25%,3%,-4,-31,120%[activator],-14%,2
CSc1ccc(CNc2cccc3ccccc23)cc1,-2%,-9%,22,-64*,-35%,5%,8
S=C(NCCCn1ccnc1)Nc1ccc(Cl)cc1Cl,-6%,4%,3,-12,-10%[2.29 µM],-5%,-1
CC(C)OCCCn1c(=NC(=O)c2ccncc2)c(C#N)cc2c(=O)n3ccccc3nc21,2%,-1%,-14,5,-6%,5%,-2
C[C@@H](NC(=O)C1(c2ccccc2)CCN(C(=O)OC(C)(C)C)CC1)C(=O)N[C@@H](Cc1ccccc1)C(=O)O,-7%,26%,-2,39,15%,?,2
Cc1ccc(-c2cc(C(=O)OCC(=O)N(C)C3CCS(=O)(=O)C3)c3ccccc3n2)o1 (stereo not given),4%,-18%,23,?,104%[activator],0%,3
O=C(CC(=O)c1ccccc1)Nc1cc([N+](=O)[O-])ccc1Cl,-8%,-1%,67,-31,-44%,-8%,16*
CCCc1sc(N/N=C/c2ccccn2)nc1-c1ccc(Br)cc1,57%[activator],7%,19,-98*,-33%,0%,6
COc1ccc(NC(=O)c2cccc3c2C(=O)c2ccc(-c4ccc(F)cc4OCc4ccccc4)cc2S3(=O)=O)cc1,1%,.,.,-64*,-24%,.,.
COc1ccc(C(=O)NCC(=O)N2CCN(C(=O)c3ccco3)CC2)cc1OC,-1%,.,.,-18,-9%,?,.
CN1C(=O)N(CC(=O)N2CCN(S(=O)(=O)Cc3ccccc3)CC2)C(=O)C12CCCCC2,9%,.,.,-24,34%,0%,.
Nc1cc(-c2cccc([N+](=O)[O-])c2)[nH]n1,9%,1%,2,-24,-32%,0%,16*
CN1/C(=C\C(=O)Nc2cccc(Cl)c2)C(C)(C)c2ccccc21,11%,-17%,57,?,-36%,-1%,-3
O=C(C1CC1)N1N=C(c2ccc(Cl)cc2)CC1(O)C(F)(F)F (stereo not given),13%,4%,3,-24,-17%,-7%,1
COc1ccc(/C(C)=N/NC(=O)c2cc(C)[nH]n2)c(OC)c1,45%[activator],8%,24,11,-14%,1%,10
CC(=O)Nc1ccc(S(=O)(=O)Nc2nc(C)nc3sc(C)c(C)c23)cc1,8%,.,.,-1,-22%,.,.
NC(=O)c1ccsc1NC(=O)CSc1nncs1,28%,.,.,-16,-24%,-13%,.
CN(CC(=O)Nc1ccc(Cl)c(C(F)(F)F)c1)C(=O)c1ccc(OCC2CCCO2)cc1 (stereo not given),-18%,.,.,-73*,117%[activator],-14%,.
COc1ccccc1CNC(=O)CSc1ccc(-c2ccncc2)nn1,16%,0%,-14,-28,-30%,10%,1
Cc1ccccc1NC(=S)NCc1cccs1,-15%,3%,-7,22,-22%,1%,9
O=C(COC(=O)Cc1ccccc1)Nc1ccc(F)cc1,18%,0%,22,-20,-27%,?,-1
COc1ccc(N2C(=O)NC(=O)/C(=C/c3ccc([N+](=O)[O-])s3)C2=O)cc1,-5%,?,-7,5,-34%,-2%,10
CCOc1ccc(NC(=O)CN(C)CC(=O)Nc2ccccc2SC)cc1OCC,66%[activator],-13%,13,19,89%[activator],4%,7
O=C(CNC(=S)NC(=O)c1ccccc1Br)c1ccccc1,-8%,7%,18,14,6%,5%,15

# Some entries already given, showing only Shiga toxin inh:
molecule,Shiga toxin inh
Cc1ccccc1NC(=S)NCc1cccs1,-7
O=C(COC(=O)Cc1ccccc1)Nc1ccc(F)cc1,22
COc1ccc(N2C(=O)NC(=O)/C(=C/c3ccc([N+](=O)[O-])s3)C2=O)cc1,-7
